# Assay outcomes (PubChem BioAssay)
# GPR7 antagonist = antagonists of human GPR7 (neuropeptides B/W receptor 1); GPR7-expressing cells, fluorescence antagonist assay; P48145; AID 1861; 290,000 tested, 1.1% active; inhibition, % at 4.4 µM; in the data active = inhibition above about 16%, passing the limit was not always enough;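 note: cells stimulated with the agonist NPW; 0% = agonist with vehicle and 100% = vehicle without agonist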
# Target sequence (P48145 whole entry, looked up): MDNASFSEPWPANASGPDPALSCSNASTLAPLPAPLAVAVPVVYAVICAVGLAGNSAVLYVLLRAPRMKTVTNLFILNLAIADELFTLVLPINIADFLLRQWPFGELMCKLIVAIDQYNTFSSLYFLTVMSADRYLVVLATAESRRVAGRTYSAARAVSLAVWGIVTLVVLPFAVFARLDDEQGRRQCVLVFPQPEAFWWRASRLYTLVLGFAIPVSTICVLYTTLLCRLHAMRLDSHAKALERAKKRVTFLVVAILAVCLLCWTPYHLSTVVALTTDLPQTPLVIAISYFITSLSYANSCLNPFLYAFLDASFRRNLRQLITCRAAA
# MEKK2 mut-MEK5 = signal of MEK5 binding to mutant human MEKK2 PB1 domain. bead flow cytometry, Alexa488-MEK5 binding to MEKK2 mutant. percent response, % at 10 µM. 290,000 tested, 0.35% active. AID 1530; in the data active = percent response above about 24%, passing the limit was not always enough; note: inactives centre near 1; some results filed as inactive read as strong as hits; reference of the scale not given here
# PHOSPHO1 block = PHOSPHO1 (human) inhibition; inhibition, % at 13.3 µM; AID 1565; 290,000 tested, 1.1% active; recombinant PHOSPHO1, absorbance phosphatase assay; Q8TCT1; in the data active = inhibition above about 60%
# OXTR agonist = human OXTR agonism; AID 2435; activation, % at 3 µM; 320,000 tested, 0.32% active; CHO-OTR cells, Fluo-8 calcium fluorescence; normalized: DMSO 0%, oxytocin 100%;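 active = activation above the mean of all tested compounds plus 3 SD, cutoff set per screening run, cut at about 20% in these data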;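 note: peak over basal fluorescence ratio from a 100 s FLIPR kinetic read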
# MEKK2 WT-MEK5 = raises or lowers MEK5 binding to wildtype human MEKK2 PB1 domain; Q9Y2U5; 290,000 tested, 1.1% active; binding response (% of control), % at 10 µM; AID 1531; bead flow cytometry, Alexa488-MEK5 binding to MEKK2 WT; actives lie on both sides; in the data active = binding response below about 67% or above about 130%
# NALP1 inh = inhibitors of NALP1 inflammasome in yeast; S. cerevisiae NALP1/ASC/caspase-1 growth, X-gal OD620, 72 h; inhibition, % at 10 µM; 280,000 tested, 0.61% active; AID 2071; in the data active = inhibition mostly above about 24%, no sharp cut-off; inactive = mostly below about 32%; note: some compounds called inactive have numbers as strong as hits
# V1aR counter = counter-screen for oxytocin receptor agonists: human V1a receptor agonists | AID 2797 | P37288 | 320,000 tested, 0.25% active | CHO-V1R cells, Fluo-8 calcium fluorescence, agonist mode; 0% DMSO, 100% 3 nM vasopressin | activation, % at 3 µM;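 active = activation above the mean activation of all tested compounds plus 3 SD, per screening run, cut at about 20% in these data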;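 note: signal is peak over basal fluorescence ratio across a 100 second FLIPR read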
# Target sequence (P37288 whole entry, looked up): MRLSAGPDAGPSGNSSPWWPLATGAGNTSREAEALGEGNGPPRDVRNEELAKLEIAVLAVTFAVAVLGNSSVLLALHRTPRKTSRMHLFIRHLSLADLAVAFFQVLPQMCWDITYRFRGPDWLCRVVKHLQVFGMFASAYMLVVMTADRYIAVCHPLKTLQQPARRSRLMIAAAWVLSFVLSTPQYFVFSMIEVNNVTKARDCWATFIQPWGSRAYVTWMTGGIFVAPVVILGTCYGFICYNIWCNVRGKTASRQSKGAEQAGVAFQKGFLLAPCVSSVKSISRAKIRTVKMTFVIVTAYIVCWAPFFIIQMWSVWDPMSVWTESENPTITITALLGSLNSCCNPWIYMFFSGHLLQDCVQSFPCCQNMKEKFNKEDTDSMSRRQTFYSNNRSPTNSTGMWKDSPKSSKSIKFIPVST
# MEKK3 PB1 HTS = MEKK3-MEK5 PB1 interaction, increase or decrease; Q99759; bead-based flow cytometry, Alexa488-MEK5 binding to MEKK3; actives lie on both sides; 0 = blocked by unlabeled MEK5, 100 = vehicle; 290,000 tested, 1.4% active; binding response (% of control), % at 10 µM;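 active = binding response more than 3 SD above or below the average of its plate-row segment, actives on both sides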;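 note: Alexa488 bead fluorescence after subtracting the streptavidin-only scavenger bead signal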
# GalR3 antag = antagonists of human GalR3; HEK293 GalR3-CNG cAMP membrane potential fluorescence; galR3 body fused to GalR1 C-terminus; inhibition, % at 3 µM; 360,000 tested, 0.44% active; AID 651719;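 active = inhibition above the screen-wide average plus 3 SD, cut at about 13% in these data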;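 note: forskolin and galanin both at EC90 stimulate the cells; cAMP rise reported by CNG channel membrane potential dye signal; 0% = forskolin plus galanin with DMSO and 100% = forskolin alone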
# Target sequence (O60755 1-299 limits assumed): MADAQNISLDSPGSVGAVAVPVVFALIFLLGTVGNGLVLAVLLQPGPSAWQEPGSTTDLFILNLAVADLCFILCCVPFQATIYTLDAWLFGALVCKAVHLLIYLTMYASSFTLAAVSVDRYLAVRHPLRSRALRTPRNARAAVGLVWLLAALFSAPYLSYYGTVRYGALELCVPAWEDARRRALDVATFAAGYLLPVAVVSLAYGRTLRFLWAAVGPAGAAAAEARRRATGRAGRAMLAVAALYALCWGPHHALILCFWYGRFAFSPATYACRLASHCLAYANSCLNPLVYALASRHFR
# Numbers without * were called inactive; / = not tested or not shown.
SMILES,GPR7 antagonist,MEKK2 mut-MEK5,PHOSPHO1 block,OXTR agonist,MEKK2 WT-MEK5,NALP1 inh,V1aR counter,MEKK3 PB1 HTS,GalR3 antag
COc1ccc(OCC(=O)Nc2cccc(NC(=O)COc3ccc(OC)cc3)n2)cc1,-2,-6,-7,0.2,103,16,0.1,102,-5
Cc1cc(=O)[nH]c(SCC(=O)c2ccc(C)c(C)c2)n1,-1,-5,10,0.9,97,5,2.4,97,-1
O=C(O)c1cccc(-n2nnnc2SCc2ccccn2)c1,19*,3,-31,0.2,103,19,0.1,100,7
CCOC(=O)c1ccc2c(c1)nc(SCC(=O)c1ccco1)n2CC,2,3,79*,-3.0,104,2,-0.1,101,2
O=C(Nc1ccc(C(F)(F)F)cc1)c1ccccc1Br,-13,-1,-3,-1.1,99,-8,-0.6,102,-3
O=C(O)CCSc1nnnn1-c1ccccc1,5,5,8,-0.1,104,1,7.3,102,3
COc1ccc(-n2cnc3cc(C(=O)NCCN4CCOCC4)ccc32)cc1,-12,-2,-22,0.1,96,5,0.9,100,-4
CCS(=O)(=O)c1ccc2oc(SCC(=O)NCCc3ccccc3)nc2c1,5,-6,15,0.4,96,16,1.4,96,-5
c1ccc(CSc2ccc3nnc(-c4cccnc4)n3n2)cc1,-14,0,-19,0.2,101,9,2.3,97,-3
CN(c1cccc(NC(=O)Nc2ccc(Cl)cc2)c1)S(C)(=O)=O,36*,/,34,17,/,16,13,/,-7
O=S(=O)(c1ccc(OCC(O)CN2CCCC2)cc1)N1CCOCC1 (configuration not stated),-7,1,4,0.9,100,5,-0.1,104,-1
CC1=C(C(=O)Nc2ccc(C)cc2C)C(c2cccc(Cl)c2)n2nc(C(=O)OC(C)C)nc2N1 (configuration not stated),-4,-1,0,0.3,91,24,-0.3,94,3
Nc1nonc1-c1noc(-c2ccc(Br)o2)n1,-9,/,-5,-1.5,/,12,-0.2,/,-1
C=CCSc1nc2c(c(C3CC=CCC3)c1C#N)CCC2 (configuration not stated),-18,-5,0,-0.6,98,39,0.3,100,0
COc1ccc(C(=O)CC(c2ccccc2)C2C(=O)CCCC2=O)cc1 (configuration not stated),-11,2,12,-1.0,106,0,-0.5,102,-6
Cc1ccc(/C=N/NC(=O)c2cc3c(ccc4ccccc43)o2)o1,-4,0,/,/,93,21,/,100,0
Cc1cccc(-n2ccnc2SCC(=O)Nc2nccs2)c1C,9,9,58,5.6,103,4,4.6,105,-4
CNC(=O)C1CCN(S(=O)(=O)c2c(C)noc2/C=C/c2cccc(C)c2)CC1,-7,3,34,1.3,105,25,2.5,104,0
Cn1cccc1C(=O)NC(=O)COC(=O)c1ccccc1Sc1ccccc1C#N,6,2,-20,2.1,106,11,0.9,104,-5
CN(CC(=O)Nc1ccc(F)cc1)S(=O)(=O)c1ccc2c(c1)c(=O)n(C)c(=O)n2C,2,1,17,1.7,95,18,5.0,100,-8
CCCNC(=O)NC(=O)CSc1nc2ccccc2n1CC(C)C,7,3,-22,-2.1,96,2,-1.2,100,-6
O=C(CSc1nc2c(sc3ccccc32)c(=O)n1CCO)NCC1CCCO1 (configuration not stated),-6,2,-8,1.6,100,12,2.0,99,-4
O=C(O)c1ccc2c3c(ncnc13)-c1ccccc1C2=O,-9,/,105*,0.5,/,10,1.5,/,/
COc1cc(CC(=O)Nc2ccccc2N2CCCCC2)cc(OC)c1OC,-5,-3,-14,-1.6,96,8,-1.5,95,-7
CC1CCCC(NCC(=O)Nc2ccc(C(N)=O)cc2)C1C (configuration not stated),-11,-7,20,-0.1,93,-3,-0.4,98,2

# Taken from above:
# GalR3 antag result of `Cc1ccc(/C=N/NC(=O)c2cc3c(ccc4ccccc43)o2)o1` : 0
# GalR3 antag result of `COc1cc(CC(=O)Nc2ccccc2N2CCCCC2)cc(OC)c1OC` : -7
# PHOSPHO1 block result of `O=C(O)c1cccc(-n2nnnc2SCc2ccccn2)c1` : -31
# NALP1 inh result of `CC1CCCC(NCC(=O)Nc2ccc(C(N)=O)cc2)C1C` (configuration not stated) : -3

# Continuation.
SMILES,GPR7 antagonist,MEKK2 mut-MEK5,PHOSPHO1 block,OXTR agonist,MEKK2 WT-MEK5,NALP1 inh,V1aR counter,MEKK3 PB1 HTS,GalR3 antag
O=C1C2C(C(=O)N1c1nccs1)C1C=CC2C12CC2 (configuration not stated),-6,-10,32,-0.1,86,2,1.4,87,-2
COC(=O)c1ccc(-n2cc(-c3ccc(OC)cc3)[nH]c2=S)cc1,-10,4,-3,-2.0,104,36,-0.4,112,6
COc1ccc(OCCNS(=O)(=O)c2cccc([N+](=O)[O-])c2)cc1,-13,0,14,0.8,100,1,0.7,101,-3
Cc1ccc(S(=O)(=O)N2CCC(=O)N(C(COCc3cccc(C(F)(F)F)c3)Cc3ccccc3)CC2)cc1 (configuration not stated),-6,-3,1,2.9,97,34,1.9,92,-8
O=C(NCCN1CCOCC1)c1cc([N+](=O)[O-])cc([N+](=O)[O-])c1,-14,5,19,0.1,109,5,0.7,107,2
C=CCOC(=O)C1=C(C)OC(N)=C(C#N)C1c1ccc(OC)c(CSc2ccccn2)c1 (configuration not stated),2,5,7,-1.4,100,/,0.0,97,3
O=c1[nH]n(Cc2ccccc2)c2ccccc12,-11,16,25,-0.3,111,-6,1.4,108,5
CC(/C=C/c1ccccc1)=N\NC(=O)Cn1nc(C)cc1C,13,-1,2,-2.2,98,26,-0.5,75,3
COc1cc(/C=N/NC(=S)Nc2cccc(Cl)c2C)ccc1OCC(=O)N1CC(C)OC(C)C1 (configuration not stated),-4,3,-9,0.5,105,20,3.8,107,-6
COc1ccccc1N1CCN(C(=O)NCc2cccc(C(F)(F)F)c2)CC1,2,-4,19,4.5,103,1,6.2,103,-10
Clc1ccc(-c2nnc3sc(-c4ccccn4)nn23)cc1,-6,3,-9,/,103,-23,/,100,/
COc1ccc(-n2ccnc(SCC(=O)NCc3ccccc3Cl)c2=O)cc1,48*,-6,26,1.2,97,19,2.3,100,-5
COc1cccc(CNC(=O)C2=Cc3cccc(OC)c3OC2)c1,33*,-13,24,-1.2,65,8,0.0,67,5
Cc1cc(C)c2cc(C#N)c(NCCOC(=O)c3ccccc3C)nc2c1,-17,/,34,1.6,/,14,1.2,/,4
Cn1c(C2CCCCC2)nc2c1c(=O)[nH]c(=O)n2Cc1ccccc1,10,-4,30,-2.0,92,4,-0.9,99,-2
O=C(NCCc1cnc[nH]1)Nc1cccc(C(F)(F)F)c1,10,1,45,-0.3,108,4,1.4,105,-6
CCC1Oc2ccc(C)cc2N(CC(=O)NCC2COc3ccccc3O2)C1=O (configuration not stated),-2,4,-9,0.8,101,-6,3.1,101,-4
Cc1c(Cl)cccc1NC(=S)NCCc1ccccn1,7,-2,10,-0.5,100,3,0.7,99,-4
Cc1cc(C(=O)Nc2c(C)nn(Cc3ccccc3)c2C)on1,1,1,-3,0.2,104,-12,0.6,103,3
N#C/C(=N\Nc1ccc(S(=O)(=O)N2CCCCC2)cc1)C(N)=S,2,-2,6,6.1,92,16,6.7,95,-5
O=C(CC1CCCC1)Nc1nnc(C2CC2)s1,-4,4,-12,-1.2,104,-2,-0.3,109,-1
CC(=O)c1ccc(N2CCN(C3CCC(C(C)(C)C)CC3)CC2)cc1 (configuration not stated),-11,3,30,-2.3,103,-13,-0.1,99,-12
COc1ccccc1C1CCN(C(=O)c2cccc([N+](=O)[O-])c2)CC1,2,2,-13,-4.0,102,11,-0.3,102,-1
COc1ccccc1NC(=O)c1coc(=O)c(Br)c1,0,2,13,2.8,100,/,-0.1,107,0
Cc1cc(C)cc(N(CC(=O)NCc2ccco2)S(=O)(=O)c2c(C)noc2C)c1,-8,6,15,-1.9,107,9,-1.2,110,1

# Marked active in PHOSPHO1 block, of those listed so far:
Structure	GPR7 antagonist	MEKK2 mut-MEK5	PHOSPHO1 block	MEKK2 WT-MEK5	NALP1 inh	MEKK3 PB1 HTS	GalR3 antag
CCOC(=O)c1ccc2c(c1)nc(SCC(=O)c1ccco1)n2CC	2	3	79*	104	2	101	2
O=C(O)c1ccc2c3c(ncnc13)-c1ccccc1C2=O	-9	/	105*	/	10	/	/

# (further entries)
SMILES,GPR7 antagonist,MEKK2 mut-MEK5,PHOSPHO1 block,OXTR agonist,MEKK2 WT-MEK5,NALP1 inh,V1aR counter,MEKK3 PB1 HTS,GalR3 antag
Cc1cccc(NC(=S)NC23CN4CN(CN(C4)C2)C3)c1,-10,-5,32,1.1,94,16,2.0,97,-4
CC(C)N(C(=O)Cn1c(SCC(=O)NC2CC2)nc2ccccc21)C(C)C,-12,1,28,-0.2,98,3,1.3,108,-2
O=C(CSc1ncnc2c1cnn2-c1ccccc1Cl)N1CCN(C(=O)c2ccco2)CC1,-4,6,8,-0.1,107,23,1.6,104,-4
COc1cc(OC)nc(NC(=O)C(C)C)n1,-9,2,-7,0.8,102,-17,0.9,97,7
CNC(=S)NNc1nc(N2CCOCC2)nc(N2CCOCC2)n1,2,-1,10,0.1,97,2,0.8,100,3
C=CCNCCCCOc1ccc(Br)cc1C,10,3,9,11,123,48,3.1,107,0
COc1ccc(/C=C/c2noc(-c3ccccc3O)n2)cc1,-8,0,-12,-0.7,106,39,0.5,131*,-4
O=C(c1cn(-c2ccccc2)nc1-c1ccc(Br)cc1)N1CCOCC1,-6,3,9,-1.2,103,32,-1.0,107,-5
Cc1ccc(NC(=O)c2cnn(-c3ccccc3)c2NC(=O)c2ccco2)cc1C,-6,7,4,0.1,105,-16,-0.3,106,/
Cc1ncsc1CCOC(=O)c1ccc(N2CCOCC2)c([N+](=O)[O-])c1,-15,-9,16,14,93,7,10,104,-2
Cc1no[n+]([O-])c1COc1cccc(/C=N/Nc2nncn2N)c1,-4,-13,-10,0.1,94,8,-0.3,93,5
CN(C(=O)COC(=O)c1ccc2ccccc2n1)C1CCS(=O)(=O)C1 (configuration not stated),-14,-5,-1,0.3,97,-25,1.9,92,-5
CC(NC(=O)CCc1nnc(Cc2cccc(C(F)(F)F)c2)o1)C1CC1 (configuration not stated),-7,-6,48,-0.5,97,6,-0.3,107,0
O=C1CC(c2ccccc2Cl)C2=C(COC2=O)N1 (configuration not stated),-7,2,6,1.8,96,4,0.3,99,-3
C#CCNC(=O)C1=C[C@H](C2CCCCC2)C[C@H](OCc2ccc(CO)cc2)O1,-7,2,44,-1.1,103,-41,-1.3,97,-5
COc1c([N+](=O)[O-])c(=O)oc2ccccc12,-7,21,3,0.8,113,38,0.2,105,-4
CCN(CC)C(=O)COc1coc(CN2CCN(c3cccc(Cl)c3)CC2)cc1=O,1,-3,8,-0.8,98,-11,-0.3,98,1
Cc1ccc(Cl)cc1N1CCN(c2cccc[n+]2C)CC1,-2,-2,40,-0.1,99,36,0.8,99,5
CCOc1ccc2nc(NCCCNS(=O)(=O)c3ccc(C)cc3)c(C#N)cc2c1,4,4,-15,-0.9,94,-43,-0.9,130*,/
O=C(Nc1ccccc1)C1=C[C@@H](C2CCCCC2)C[C@@H](OCCCCO)O1,-9,-14,18,-1.8,82,5,-1.0,87,-3
CC(=O)c1c(C)oc(C)c1CSCc1ccc(C(=O)O)o1,3,-2,7,0.7,97,35,-0.3,101,-3
CCC(C)(C)NC(=O)C(c1cccnc1)N(CCOC)C(=O)Cn1nnc2ccccc21 (configuration not stated),-2,-11,-6,/,90,9,/,85,-3
COc1cccc(NC(=O)Cn2c(=O)n(C)c(=O)c3sc4c(c32)COC(C)(C)C4)c1,0,-4,24,0.5,103,21,0.3,102,-6
CC(=O)Nc1ccc(S(=O)(=O)NCC(=O)OCC(=O)N2CCN(c3ccccc3)CC2)cc1,3,-3,-5,1.1,96,26,-0.1,94,-2
